From PubChem BioAssay
LmPK inhibitor = inhibitors of Leishmania mexicana pyruvate kinase; Q27686; purified LmPK, Kinase-Glo ATP luminescence, 1 h; Potency, µM (titrated, usually from 57.5 µM), without a hit: at the highest dose activity change, negative = inhibition, most hits filed as inhibitors; actives 0.37% (n = 290,000); also: potency is read from the fitted curve at half-maximal effect; % is scaled to controls: 0 for no effect and ±100 for the full control effect
Target sequence (Q27686 whole entry, looked up): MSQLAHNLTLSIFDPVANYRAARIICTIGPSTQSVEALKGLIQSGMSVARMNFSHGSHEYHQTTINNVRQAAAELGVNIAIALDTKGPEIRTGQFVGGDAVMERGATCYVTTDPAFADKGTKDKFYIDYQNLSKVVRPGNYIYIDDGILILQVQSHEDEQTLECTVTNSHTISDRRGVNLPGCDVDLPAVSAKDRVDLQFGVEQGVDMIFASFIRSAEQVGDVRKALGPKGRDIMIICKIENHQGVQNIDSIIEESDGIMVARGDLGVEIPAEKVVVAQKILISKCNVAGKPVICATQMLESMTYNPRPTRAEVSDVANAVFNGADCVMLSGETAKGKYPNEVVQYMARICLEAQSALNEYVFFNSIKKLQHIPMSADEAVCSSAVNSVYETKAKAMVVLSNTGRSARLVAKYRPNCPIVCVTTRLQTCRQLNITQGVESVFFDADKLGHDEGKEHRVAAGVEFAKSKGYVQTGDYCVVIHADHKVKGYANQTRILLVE
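0.1 nM LmPK, 0.5 mM PEP, 0.1 mM ADP; 50 mM imidazole pH 7.2, 7 mM MgCl2, 50 mM KCl; 1 h RT. Kinase-Glo luminescence readout, normalized to no-enzyme (full inhibition) and uninhibited wells.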
Pf growth 96h = P. falciparum growth inhibition at 96 hours; Potency, µM (series often up to 28.7 µM), inactives show at the top dose activity change, negative = inhibition, actives largely listed as inhibitors; AID 504834; actives 6.9% (n = 320,000); P. falciparum luciferase reporter growth, 96 h; also: potency is read from the fitted curve at half-maximal effect; % is scaled to controls: 0 for no effect and ±100 for the full control effect
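96 h incubation, 37 C, 5% CO2, of luciferase-reporter P. falciparum-infected RBCs (2% hematocrit, 0.05% parasitemia final) with test compounds; endpoint luminescence.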
Cycloheximide cs = counter-screen for Shiga toxin inhibitors: cycloheximide protein synthesis inhibition; cell reporter, cycloheximide protein synthesis inhibition counterscreen; max response, %; actives 12% (n = 300,000); in the data active = max response mostly above about 13%, no sharp cut-off; inactive = mostly below about 14%; also: read at 38.3 µM for the half of the compounds with a filed dose; 0% is about no effect
Pf growth 48h = inhibits P. falciparum growth in the first generation, 48 h | P. falciparum luciferase growth in erythrocytes, 48 h | Potency, µM (highest dose often 28.7 µM), without a hit: at the highest dose activity change, negative = inhibition, usual class: inhibitors | actives 5.9% (n = 310,000) | AID 504832; also: potency is read from the fitted curve at half-maximal effect; % is scaled to controls: 0 for no effect and ±100 for the full control effect
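Read-out is firefly luciferase luminescence from an integrated reporter in P. falciparum, so falling signal marks reduced parasite growth. Infected erythrocytes were at 2% hematocrit and 0.1% parasitemia (final) in Albumax-supplemented RPMI 1640.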
AmpC inh no detg = blocks E. coli AmpC beta-lactamase in detergent-free assay; P00811; AmpC nitrocefin hydrolysis, absorbance 480 nm, 0.0001% Triton; Potency, µM (titrated, usually from 57.1 µM), inactives show top-dose activity change, negative = inhibition, actives largely listed as inhibitors; actives 0.52% (n = 330,000); AID 485341;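 also: potency is read from the fitted curve at half-maximal effect; plate controls were no compound for no effect and no enzyme for full effect; nearly all actives have a fitted effect of over 20% in size; some results filed as inactive show a strong effect at the top dose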
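20 mM phosphate pH 7.0 + 0.01% (detergent screen) or 0.0001% Triton X-100; 5.3 nM AmpC reagent; cpd preinc 15 min RT; nitrocefin (800 uM stock) to start; A480 q20 s × 4 min; Activity was normalised to no-enzyme and no-compound control wells.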
Shiga inhibitor = blocks Shiga toxin action in Vero cells. Vero cells, Shiga toxin protein synthesis inhibition reporter. inhibition, % at 38.7 µM. actives 9.2% (n = 290,000); in the data active = inhibition mostly above about 28%, no sharp cut-off; inactive = mostly below about 43%; also: 0% is about no effect
TbPYK inhibitor = T. brucei pyruvate kinase inhibition; Q57TT1; TbPYK enzyme, Kinase-Glo Plus ATP luminescence, 45 min; Potency, µM (titrated, usually from 76.8 µM), for the others: at the top dose activity, negative = inhibition, most hits filed as inhibitors; actives 0.12% (n = 410,000); also: potency is read from the fitted curve at half-maximal effect; % is scaled to controls: 0 for no effect and ±100 for the full control effect; nearly all actives have a fitted effect of over 50% in size
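Activity of T. brucei pyruvate kinase was followed by Kinase-Glo Plus luminescence after the enzyme reacted 45 min at room temperature with 130 uM ADP (final) and substrate. Test compounds were added before ADP at multiple concentrations.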
* = called active by the depositor; u = inconclusive; x = not tested or not shown; & = joins results of further samples; [ ] = remark or other dose. Unless noted, calls follow the shape of the dose curve; as a rule, active = well fitted curve in the direction sought with a large enough effect; inconclusive = small, poorly fitted or top-dose-only effect, or another doubt; inactive = no such curve, though single readings can be large; an effect the other way counts as inactive or inconclusive.

SMILES	LmPK inhibitor	Pf growth 96h	Cycloheximide cs	Pf growth 48h	AmpC inh no detg	Shiga inhibitor	TbPYK inhibitor
O=S(=O)(c1cc(C(F)(F)F)ccc1Cl)N1CCCCCC1	-2%	u	9	0%	-5%	-2	13%
COc1ccc(NC(=O)C2Cc3ccccc3C(=O)O2)cc1 (stereo not drawn)	5%	87%[activator]	12*	44%[activator]	-15%	26	2%
CC(C)c1c(O)nc(SCC(=O)Nc2ccc3c(c2)CCC3)[nH]c1=O	2%	3%	-2	-8%	x	-3	-3%
CCn1c(SCC(=O)N2CCCCCC2)nc2ccccc2c1=O	-2%	u	-2	u	25%	-4	2%
O=C(Cc1ccccc1)NCC(=O)OCC(=O)c1ccc(F)cc1	4%	49%[activator]	-2	9%	-8%	5	-10%
COc1cc(/C=C/C(=O)c2ccc3c(c2)OCCO3)cc(Br)c1OCC(=O)N(C)C	1%	u	-10	u	161%[activator]	-16	-7%
CCc1c(C)c2ccc(OCC(=O)OC(C)C)c(C)c2oc1=O	1%	50%[activator]	-6	-9%	-23%	-2	-4%
CC(C)Oc1ccccc1/C=N/NC(=O)c1ccccc1Cl	0%	7%	12*	8%	-10%	15	-2%
Nc1ccc(SCc2cccnc2)cc1	1%	40%[activator]	15	45%[activator]	-5%	25	-10%
COc1ccc(C(=O)On2c(-c3ccc(Br)cc3)nc3ccccc3c2=O)cc1	0%	56%[activator]	32*	1%	-38%	93*	4%
O=C1C(=O)N(Cc2cccnc2)C(c2ccccn2)/C1=C(/O)c1ccccc1 (stereo not drawn)	4%	29%	1	x	-3%	-9	0%
CCCCC(=O)Nc1ccc(NC(=O)C2CC2)cn1	1%	324%[activator]	11	93%[activator]	-8%	33	1%
Cc1cc(N/N=C/c2ccccc2O)nc(N2CCOCC2)n1	3%	u	8	10µM*	16%	30	5%
Cc1ccc(NC(=O)Cn2cc(C(=O)C3CC3)c3ccccc32)c(C)c1	2%	2%	33*	33%[activator]	-8%	36*	-12%&-6%
C=CC[n+]1c(C)csc1Nc1cccc(Br)c1	-1%	20%	17	-4%	-24%	31	-1%
CC(=O)Nc1ccc(NC(=S)NC(=O)C2CC2)cc1	4%	18%	25*	u	-23%	64*	-2%
CCOC(=O)C1=C(C)N(C)C(=O)NC1c1ccc2c(c1)OCO2 (stereo not drawn)	-3%	7%	3	x	-10%	-9	-6%
Cc1cccc(C(=O)Nc2nnc(S(=O)(=O)N(C)Cc3ccco3)s2)c1	1%	46%[activator]	17	-6%	-43%	15	-13%&-19%
N#CC1=C(N)N(c2ccccc2)C(c2cccc([N+](=O)[O-])c2)C1(C#N)C#N (stereo not drawn)	0%	u	-3	u	-10%	-12	1%
C[C@@H](O)C1NC(=O)[C@H](CCCCN)NC(=O)c2cc([N+](=O)[O-])cc(I)c2OCC[C@@H](C(N)=O)NC1=O (stereo partly drawn)	-1%	0%	-2	18%	34%	-13	-5%

Full records as entered above. Order of screens: LmPK inhibitor | Pf growth 96h | Cycloheximide cs | Pf growth 48h | AmpC inh no detg | Shiga inhibitor | TbPYK inhibitor
N#CC1=C(N)N(c2ccccc2)C(c2cccc([N+](=O)[O-])c2)C1(C#N)C#N (stereo not drawn) is listed as 0% | u | -3 | u | -10% | -12 | 1%
COc1ccc(C(=O)On2c(-c3ccc(Br)cc3)nc3ccccc3c2=O)cc1 is listed as 0% | 56%[activator] | 32* | 1% | -38% | 93* | 4%
CCc1c(C)c2ccc(OCC(=O)OC(C)C)c(C)c2oc1=O is listed as 1% | 50%[activator] | -6 | -9% | -23% | -2 | -4%
COc1cc(/C=C/C(=O)c2ccc3c(c2)OCCO3)cc(Br)c1OCC(=O)N(C)C is listed as 1% | u | -10 | u | 161%[activator] | -16 | -7%

The main list resumes; the two compounds before the break are reprinted first.
SMILES	LmPK inhibitor	Pf growth 96h	Cycloheximide cs	Pf growth 48h	AmpC inh no detg	Shiga inhibitor	TbPYK inhibitor
N#CC1=C(N)N(c2ccccc2)C(c2cccc([N+](=O)[O-])c2)C1(C#N)C#N (stereo not drawn)	0%	u	-3	u	-10%	-12	1%
C[C@@H](O)C1NC(=O)[C@H](CCCCN)NC(=O)c2cc([N+](=O)[O-])cc(I)c2OCC[C@@H](C(N)=O)NC1=O (stereo partly drawn)	-1%	0%	-2	18%	34%	-13	-5%
Cc1cc(C)c2c(CN3CCOCC3)cc(=O)oc2c1C	-2%	u	-3	-12%	24%	-11	4%
CC1CCC2C(=O)N(c3cccc(C(=O)Nc4ccc(F)cc4)c3)C(=O)C2C1 (stereo not drawn)	-1%	16%	-4	-24%	-12%	-5	1%
COc1cc(C(=O)NC(=S)Nc2cccc3nc(C)ccc23)cc(OC)c1OC	1%	4%	-3	-5%	3%	-6	1%
Oc1c(Cl)cc(Cl)cc1C=Nc1ccc2c(c1)OCCO2	-7%	55%[activator]	68*	5%	-14%	117*	-2%
COC(=O)c1ccc(/C=C(\C#N)C(=O)NC(C)c2ccccc2)cc1 (stereo not drawn)	5%	u	-2	u	-21%	-5	3%
O=C(c1ccc(CS(=O)Cc2ccc(Cl)cc2)o1)N1CCN(c2ccc(F)cc2)CC1 (stereo not drawn)	-5%	-23%	-2	10%	150%[activator]	-2	1%
NS(=O)(=O)c1ccc(N/C=C\C(=O)c2ccncc2)cc1	-1%	u	8	39%[activator]	-3%	26	-3%
Cc1ccc(C)c(-c2cc(C(=O)NC3CC3)c3ccccc3n2)c1	-1%	u	-1	-8%	-16%	-5	-14%

Just AmpC inh no detg, LmPK inhibitor and TbPYK inhibitor, for 5 of the compounds above:
| compound | AmpC inh no detg | LmPK inhibitor | TbPYK inhibitor |
| --- | --- | --- | --- |
| COc1cc(C(=O)NC(=S)Nc2cccc3nc(C)ccc23)cc(OC)c1OC | 3% | 1% | 1% |
| Oc1c(Cl)cc(Cl)cc1C=Nc1ccc2c(c1)OCCO2 | -14% | -7% | -2% |
| COC(=O)c1ccc(/C=C(\C#N)C(=O)NC(C)c2ccccc2)cc1 (stereo not drawn) | -21% | 5% | 3% |
| O=C(c1ccc(CS(=O)Cc2ccc(Cl)cc2)o1)N1CCN(c2ccc(F)cc2)CC1 (stereo not drawn) | 150%[activator] | -5% | 1% |
| NS(=O)(=O)c1ccc(N/C=C\C(=O)c2ccncc2)cc1 | -3% | -1% | -3% |
